Assay outcomes deposited in PubChem BioAssay by several laboratories.
NCOA2 inhibitor = inhibits human steroid receptor coactivator 2. HEK293 GAL4-SRC2 luciferase reporter, luminescence. inhibition, % at 9 µM. hit rate 0.17% among 370,000;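 active = inhibition above the mean inhibition of all tested compounds plus 3 SD, set per campaign, cut at about 52% in these data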;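 note: 0% = DMSO treated cells and 100% = cells given Gossypol at 36 µM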
COUP-TFII inh = inhibitors of human COUP-TFII (NR2F2). HEK293T NGFI-A luciferase reporter, luminescence. AID 686940. inhibition, % at 8.6 µM. P24468. hit rate 0.7% among 370,000;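 active = inhibition above a per-plate cutoff, mean inhibition of test wells between control levels plus 3 SD, cut at about 38% in these data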;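 note: cells cotransfected with COUP-TFII expression vector driving the NGFI-A reporter; 0% = median of COUP-TF2 test wells and 100% = reporter-only cells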
NR5A2 inv ag = inverse agonists of human LRH-1 (NR5A2). O00482. HEK293T StAR-luciferase reporter, LRH-1 transfected, 24 h. inhibition, % at 3.6 µM. hit rate 0.13% among 360,000. AID 602396;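 active = inhibition above the mean inhibition of all tested compounds plus 3 SD, cut at about 73% in these data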;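 note: 0% = DMSO wells and 100% = reporter-only cells lacking LRH-1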
NCOA3 inh = inhibits human SRC3 coactivator; AID 588352; hit rate 0.17% among 360,000; Q9Y6Q9; HEK293 GAL4-SRC3 luciferase reporter, luminescence; inhibition, % at 3.6 µM;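 active = inhibition above a per-campaign cutoff, the mean of all compounds plus 3 SD, cut at about 60% in these data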;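 note: 0% = DMSO-treated cells and 100% = gossypol-treated cells at 36 µM; higher means less SRC3-driven luciferase light from the GAL4 reporter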
Target sequence (Q9Y6Q9 whole entry, looked up, the tested form may be a part): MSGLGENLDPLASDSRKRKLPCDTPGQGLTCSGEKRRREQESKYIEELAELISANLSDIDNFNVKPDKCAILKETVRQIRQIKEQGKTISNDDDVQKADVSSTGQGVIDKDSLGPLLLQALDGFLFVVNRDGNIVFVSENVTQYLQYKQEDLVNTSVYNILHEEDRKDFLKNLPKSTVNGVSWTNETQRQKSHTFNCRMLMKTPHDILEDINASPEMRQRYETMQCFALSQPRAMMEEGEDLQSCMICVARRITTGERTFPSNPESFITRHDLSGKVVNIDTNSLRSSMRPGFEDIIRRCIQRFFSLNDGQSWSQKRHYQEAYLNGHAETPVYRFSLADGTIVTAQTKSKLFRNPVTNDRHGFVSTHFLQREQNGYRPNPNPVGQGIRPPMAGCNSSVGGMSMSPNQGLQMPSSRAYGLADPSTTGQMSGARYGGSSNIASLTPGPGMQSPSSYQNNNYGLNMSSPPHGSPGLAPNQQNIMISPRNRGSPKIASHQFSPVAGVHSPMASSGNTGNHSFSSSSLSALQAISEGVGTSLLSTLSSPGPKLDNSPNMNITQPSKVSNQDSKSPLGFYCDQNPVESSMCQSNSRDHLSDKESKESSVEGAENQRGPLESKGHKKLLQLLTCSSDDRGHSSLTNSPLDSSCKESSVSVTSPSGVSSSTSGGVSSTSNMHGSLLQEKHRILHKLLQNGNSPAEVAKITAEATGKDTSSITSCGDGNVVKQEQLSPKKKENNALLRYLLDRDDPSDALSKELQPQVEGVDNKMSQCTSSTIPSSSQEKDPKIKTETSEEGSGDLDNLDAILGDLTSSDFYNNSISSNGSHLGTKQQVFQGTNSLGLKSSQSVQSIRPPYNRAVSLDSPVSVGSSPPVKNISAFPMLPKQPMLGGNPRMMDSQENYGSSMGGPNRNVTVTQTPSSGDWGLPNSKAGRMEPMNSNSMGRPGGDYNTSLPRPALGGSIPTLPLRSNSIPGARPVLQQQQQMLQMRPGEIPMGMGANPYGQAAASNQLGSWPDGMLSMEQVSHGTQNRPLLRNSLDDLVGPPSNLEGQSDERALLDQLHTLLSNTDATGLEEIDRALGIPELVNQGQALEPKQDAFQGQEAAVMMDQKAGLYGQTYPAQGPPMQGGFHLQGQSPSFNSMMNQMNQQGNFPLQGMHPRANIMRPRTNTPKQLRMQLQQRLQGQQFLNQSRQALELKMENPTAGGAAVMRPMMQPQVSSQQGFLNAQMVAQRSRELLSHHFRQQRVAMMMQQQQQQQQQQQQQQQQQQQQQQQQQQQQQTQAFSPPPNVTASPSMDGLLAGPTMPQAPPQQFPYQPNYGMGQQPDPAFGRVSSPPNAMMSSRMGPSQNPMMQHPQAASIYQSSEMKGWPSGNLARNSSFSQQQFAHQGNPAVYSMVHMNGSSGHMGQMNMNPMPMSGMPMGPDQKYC
NCOA1 inh = human NCOA1 inhibition | Q15788 | HEK293 GAL4-SRC1 luciferase reporter, luminescence | inhibition, % at 3.6 µM | hit rate 0.12% among 360,000 | AID 588354;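 active = inhibition above the campaign mean plus 3 SD, with each screening campaign given its own cutoff, cut at about 60% in these data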;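 note: 0% = DMSO treated cells and 100% = gossypol at 36 µM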
TROY signal inh = inhibitors of TROY-dependent NF-kB signaling; Q293 LMP1-TROYcd NF-kB luciferase reporter, 4 h; inhibition, % at 10 µM; hit rate 0.98% among 360,000;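 active = compounds whose plate-normalised and pattern-corrected inhibition of the luciferase reporter signal at the single screening dose is 50% or more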
TWEAK-Fn14 inh = TWEAK-Fn14 signaling inhibition; TWEAK-stimulated Fn14 reporter cells, luciferase luminescence, 8 h; inhibition, % at 10 µM; hit rate 2% among 360,000; AID 1159606; in the data active = inhibition above about 50%
C8 TRAIL sens = caspase-8 TRAIL sensitization; NB7+C8 cells + TRAIL, ATPlite viability luminescence; inhibition (viability loss, TRAIL sensitization), % at 10 µM; hit rate 1% among 360,000; AID 624354;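 active = compounds causing at least 50% loss of cell viability in the single-dose screen, relative to plate controls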
KKLEB cytotox = CF airway cell cytotoxicity counter-screen; activity change (cytotoxicity), % at 5 µM; KKLEB CF airway cells viability, ATPlite luminescence, overnight; active compounds read low; cells stimulated with P. aeruginosa culture filtrate; hit rate 0.36% among 360,000;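 active = corrected activity change at or below -50% at 5 µM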
CF NFkB inh = inhibitors of cystic fibrosis induced NF-kB; KKLEB NF-kB-GFP reporter, PAF-induced, GFP fluorescence overnight; inhibition, % at 5 µM; hit rate 0.86% among 360,000; AID 588850;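 active = at least 50% inhibition at 5 µM, scaled per plate between neutral and stimulator controls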;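 note: PAF is a Pseudomonas aeruginosa culture filtrate used as stimulus; plate controls were PAF-stimulated DMSO wells for no effect and unstimulated DMSO wells for full effect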
LMP1 NFkB inh = inhibitors of Epstein-Barr LMP1-induced NF-kappaB reporter; LMP1-induced NF-kappaB luciferase reporter cells, luminescence; hit rate 0.69% among 350,000; inhibition, % at 12.5 µM; in the data active = inhibition above about 41%;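 note: 0% = neutral control wells and 100% = reference inhibitor control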
Numbers without * were called inactive; nt = not tested or not shown; & = joins results of further samples. This is a subset, so the mix of outcomes need not match the whole.

structure	NCOA2 inhibitor	COUP-TFII inh	NR5A2 inv ag	NCOA3 inh	NCOA1 inh	TROY signal inh	TWEAK-Fn14 inh	C8 TRAIL sens	KKLEB cytotox	CF NFkB inh	LMP1 NFkB inh
CC(=NCCN1CCOCC1)c1c(O)n(Cc2ccccc2)c(=O)[nH]c1=O	-1	7	5	4	-1	-13	17	-7	9	-2	7
CCN1c2nc3ccccn3c(=O)c2CC2(C(=O)N(C)C(=O)N(C)C2=O)C1C (stereo unspecified)	1	19	3	-6	-7	-22	2	-6	4	5	7
COc1ccc(OCC#CCN2CCCCCC2)cc1	-36	-16	-13	-8	-10	-60	-2	2	7	-12	21
O=c1[nH]c(=S)n(C2CC2)c(O)c1C=NCC1CCCO1 (stereo unspecified)	-37	9	3	3	11	-8	15	-3	-2	2	-1
Brc1ccc2[nH]cc(/C=N/N3CCCCC3)c2c1	-36	-3	-4	19	-2	-6	-1	8	6	-19	4
O=C(/C=C/c1ccccc1)NC(=S)N1C[C@H]2C[C@H](C1)c1cccc(=O)n1C2	5	8	6	4	-1	-9	19	0	-4	-2	2
Cc1cc(NC(=O)COC(=O)c2c(C)nn(Cc3ccccc3)c2C)no1	-1	-1	-17	-5	-17	-1	-11	3	8	-5	-3
COc1ccc(N=C(C)c2c(O)n(C3CCCCC3)c(=O)[nH]c2=O)c(OC)c1	8	-4	18	-5	-9	14	8	-5	0	-8	-25
O=P(OC1=CCCCC1)(c1ccccc1)c1ccccc1	7	4	-6	22	7	-7	-10	0	4	-22	nt
CCCCn1c(=O)c(C(=O)NCc2ccc(Cl)cc2)c(O)c2ccccc21	11	-6	4	3	23	19	12	-4	-7	5	19
COc1ccccc1N1C(=O)NC(=O)C(CCc2ccncc2)(CCc2ccncc2)C1=O	2	1	16	13	1	8	14	-1	3	7	-3
CCCCCCCCC(=O)NCc1ccc(O)c(OC)c1	13	8	9	23	7	5	3	-7	30	6	-7
Cc1nn(CC(C)C)c(Cl)c1C(=O)NC1CCCC1	-31	-17	5	-5	8	1	-6	-9	-1	2	2
COc1ccc(S(=O)(=O)NC(CC(=O)N2CCC3(CC2)OCCO3)c2ccco2)cc1 (stereo unspecified)	9	-10	-34	-13	5	15	90*	-4	6	-7	-4
CN(C)C(=O)Oc1cccc(-c2cn3cc(Cl)ccc3n2)c1	-15	-33	-55	-23	-42	-62	-8	43	6	-20	-14
Cc1ccccc1-n1c(O)c(/C=N/N2CCOCC2)c(=O)[nH]c1=S	-12	3	10	-8	5	-3	13	12	2	8	1
O=c1ccc2cc(O[C@@H]3O[C@H](CO)[C@@H](O)[C@H](O)[C@H]3O)c(O)cc2o1	5	19	6	-1	-12	-11	7	-9	3	-27	-2
CCc1nc(N2CCNCC2)c(C#N)c2c1CSC(C)(C)C2	-16	-2	-10	-1	10	4	6	-2	2	17	-14
CCCCn1nnnc1C(CCc1ccccc1)N1CCC(n2c(=O)[nH]c3ccccc32)CC1 (stereo unspecified)	-4	-20	-4	27	33	27	31	2	-9	88*	nt
CCCCn1c(O)c(C=Nc2c(C)n(C)n(-c3ccccc3)c2=O)c(=O)[nH]c1=O	5	-4	8	1	-31	-11	-8	-12	2	6	0
CC(C)C(=O)Nc1ccc(N2CCN(C)CC2)c(F)c1	4	-5	-19	-2	0	-10	-6	-2	6	-2	-10
CCC(c1nnnn1Cc1ccccc1)N1CCC(n2c(=O)[nH]c3ccccc32)CC1 (stereo unspecified)	1	3	35	31	25	23	29	3	-71*	99*	nt
CC12CCC(=O)C=C1CCC1C2CCC2(C)C1CCC2(O)CC#N (stereo unspecified)	5	-9	0	-14	3	-4	-5	-18	2	12	4
Cc1ccccc1NC(=O)NCCN1CC1	-23	24	4	-3	-1	2	14	-18	-8	1	2
O=C(Nc1ccc(Cl)cc1)O/N=C(\c1ccccc1)c1ccccn1	-13	-1	-26	1	-16	-41	-13	13	11	-6	-24
COc1ccc(N2CCN(Cc3nc4ccccc4[nH]3)CC2)cc1	-32	1	-13	0	-17	-4	8	0	2	-3	-5
O=c1[nH]c(=O)n(C2CCCCC2)c(O)c1C=Nc1ccc(N2CCOCC2)cc1	11	-1	5	16	2	-3	-3	6	-19	6	-10
O=P(NC1CCCCC1)(Oc1ccccc1)Oc1ccccc1	14	-5	-9	-9	-21	-3	26	-5	4	-9	-4
O=C(c1ccccc1)C1CCCN(Cc2nc(-c3cnccn3)no2)C1 (stereo unspecified)	-37	6	-1	1	8	-1	3	8	0	-10	-8
CCc1ccc(-n2c(O)c(C(C)=O)c(=O)[nH]c2=O)cc1 (tested in a mixture with another compound)	6	13	-4	14	-8	-2	4	5	-4	-6	3
COC(=O)C1=C(c2ccc(-c3ccccc3)c(F)c2)C[C@@H]2CC[C@H]1N2C(=O)NCCOc1ccccc1	16	9	-2	24	2	17	25	8	-22	27	8
COC(=O)C1=C(c2ccc(Cl)c(C(F)(F)F)c2)C[C@@H]2CC[C@H]1N2C(=O)NC1CCCCC1	-10	12	-1	7	-5	19	12	12	-4	19	3
COC(=O)C1=C(c2cc3ccccc3o2)C[C@@H]2CC[C@H]1N2C	21	19	-19	-17	-7	15	-11	-17	-8	-5	2
CCc1ccc(NC(=O)CN2CC(c3ccccc3)CC2=O)cc1 (stereo unspecified)	-4	-11	8	15	-1	12	-2	-8	9	1	-3
Cc1ncoc1C(=O)NCC1=C(c2ccc(S(C)(=O)=O)cc2)C[C@@H]2CC[C@H]1N2CCOc1ccccc1	-3	4	-11	-5	-10	-3	-1	-14	-2	-13	-4
NC(Cc1ccc(Cl)cc1)c1csc(Nc2ncccn2)n1 (stereo unspecified)	-56	14	27	-4	-1	14	58*	32	-26	-16	nt
Cn1c(O)c(C=NCCN2CCOCC2)c(=O)n(C)c1=S	-26	-6	8	20	8	-1	14	6	-7	22	-3
O=C1c2ccccc2C(=O)N1Cc1nc2ccccc2c(=O)n1-c1ccccn1	-4	21	-3	10	-15	-11	-8	-17	2	3	-4
CCC1C2Cn3c(nc4ccccc43)C1N(C)O2 (stereo unspecified)	-11	-1	6	-1	-2	-19	-2	-11	-7	0	-2
CCN1CCC2(CC1)NC(CO)(CO)CO2	-26	8	-6	-7	-8	7	14	-4	2	1	1
Clc1ccc(COC(Cn2ccnc2)c2ccc(Cl)cc2Cl)c(Cl)c1 (stereo unspecified)	19&5	3&5	-7&7	5&-7	-10&-8	7&6	-15&-25	18&17	4&-28	38&32	-28&-1
O=c1c(C=NCc2cccs2)c(O)n(C2CCCCC2)c(=O)n1C1CCCCC1	-1	1	-21	10	0	3	19	0	-9	5	-7
CCN(CC)c1ccc(CNCCc2ccccc2F)cc1	1	0	5	-26	-16	18	-37	20	-9	16	-9
CC(N)Cc1c[nH]c2ccc(OCc3cccs3)cc12 (stereo unspecified)	-14	-5	-2	5	-3	-9	-3	8	5	-2	-9
O=c1[nH]c(=O)n(C2CCCCCC2)c(O)c1C=NCc1cccnc1	26	-5	-28	-6	-4	-7	-2	-12	1	5	-5
Cn1c(O)c(C=Nc2ccccc2)c(=O)n(C)c1=O	-14	0	0	-26	3	-12	8	0	6	-23	10
COc1ccc(CCNCc2ccsc2)cc1OC	18	7	7	-5	1	6	-13	4	5	-11	17
CCOC(=O)C1=C(C)OC(N)=C(C(=O)OC)C12C(=O)Nc1ccc(Br)cc12 (stereo unspecified)	-3	9	8	0	-12	-8	-10	-3	-7	3	6
O=C(C(=O)N1CCC2(CC1)OCCO2)c1c[nH]c2ccccc12	-17	5	-5	19	-2	-15	-6	3	14	-12	0
O=P(Nc1ccccc1)(Nc1ccccc1)Oc1cccc(Cl)c1	-8	-2	0	7	11	8	23	9	-10	-2	0

The list goes on:
structure	NCOA2 inhibitor	COUP-TFII inh	NR5A2 inv ag	NCOA3 inh	NCOA1 inh	TROY signal inh	TWEAK-Fn14 inh	C8 TRAIL sens	KKLEB cytotox	CF NFkB inh	LMP1 NFkB inh
CC(=NCCC1=CCCCC1)c1c(O)n(C)c(=O)n(C)c1=O	-22	-1	6	6	6	6	17	29	7	2	-10
Cc1cccc(N2C(=O)NC(=O)/C(=C\C=C\c3ccco3)C2=O)c1	2	3	-2	-21	-10	4	-13	12	-9	88*	-21
O=C(Cc1ccccc1)N1CCN(CC2CC3C=CC2C3)CC1 (stereo unspecified)	1	15	-12	9	0	6	8	-8	3	-17	-1
O=C(c1ccccc1)C(Cc1ccccc1)N1CCOCC1 (stereo unspecified)	-47	5	11	-11	-6	2	-5	1	2	-14	-5
N#Cc1c(Cl)nc(Cl)c2c1CCN(Cc1ccccc1)C2	15	-2	4	14	5	-1	-2	2	7	0	6
COC(=O)C1=C(c2cccc(OC)c2OC)C[C@@H]2CC[C@H]1N2C(=O)NCc1ccc(F)cc1	-15	13	-20	7	-31	-7	5	-9	3	-1	-3
O=c1[nH]c(=O)n(-c2ccccc2F)c(O)c1C=NCCC1=CCCCC1	-4	-4	-17	-3	-8	4	0	-6	-4	-9	-9
C=CC12CN(C)C3C4COC(CC41)C1(C(=O)Nc4ccccc41)C32 (stereo unspecified)	11	-21	-2	1	-5	4	-30	-17	-6	-2	nt
O=c1[nH]c(Cl)ccc1CN1CCOCC1	2	-3	-5	-2	-1	3	9	4	1	21	-3
Cc1cc(C=C2C(=O)N(C)C(=S)N(C)C2=O)c(C)n1-c1cccnc1	-38	1	-14	1	-19	3	12	-12	2	7	-6
O=C(COc1ccccc1)N1CCN(CC2CC3C=CC2C3)CC1 (stereo unspecified)	-4	20	14	4	3	4	-9	7	-5	-5	7
CCn1c(O)c(C=NCCN2CCOCC2)c(=O)[nH]c1=S	-8	17	19	12	10	1	7	-4	-7	1	10
CN1CCN(C(=O)COc2ccc(S(=O)(=O)NCc3ccccc3)cc2Cl)CC1	-15	-1	11	17	2	-1	-1	-10	-7	7	8
CN(C)[C@@H]1C(=O)C(C(N)=O)=C(O)[C@@]2(O)C(=O)C3=C(O)c4c(O)ccc(Cl)c4[C@@](C)(O)C3C[C@@H]12 (stereo partly specified)	20	-1	-10	-13	-13	10	8	11	-15	21	11
CC(=O)Nc1ccc(OC(=O)c2ccccc2N)cc1	-12	5	-12	0	-2	10	-6	-1	9	9	11
Nc1ccc2ccccc2c1	-28	-24	-19	-58	-17	23	13	-1	-3	-7	1
O=C(Cn1cc(C(=O)c2ccccc2F)c2ccccc21)NC1CC1	7	-2	8	26	5	-10	16	-4	-4	13	3
CC1=C(O)C(=O)C=C2C1=CC=C1C2(C)CCC2(C)C3CC(C)(C(=O)O)CCC3(C)CCC12C (stereo unspecified)	-35	79*	93*	-9	1	89*	106*	89*	-75*	78*	88*
Cc1cccc(NC2=NCCCS2)c1	-40	6	-5	17	1	-16	-9	5	-9	4	nt
CC(=O)c1ccc(-c2ccccc2)cc1	-33	-18	-40	-40	-30	-33	-15	11	-5	-11	7
